# Source: PubChem
# NR1D1 modulator – modulators of Rev-erb alpha DNA binding, primary screen, biochemical, FITC-DNA, fluorescence polarization, uHTS; activity, % at 10 µM; hit rate 0.79% among 370,000; Rev-erbα–FITC-DNA binding, 90 min; AID 1259318, 2017;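 active = activity above about 14%, limit read from the data; passing the limit was not always enough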;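 also: 0% = DMSO wells with 35 nM protein and 100% = DMSO wells with 750 nM protein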
# Tn6 DDE FP – inhibitors of Tn6 peptide binding to fibrin DD(E), primary screen, biochemical, fluorescence polarization, human fibrin, Tn6 probe | Fibrin DD(E) TRITC-Tn6 fluorescence polarization displacement | hit rate 0.21% among 370,000 | Fibrinogen beta chain (Homo sapiens), P02675 | AID 720509, 2013 | inhibition, % at 8.3 µM;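 active = inhibition above a per-campaign cutoff: mean of compounds within control limits plus 3 SD, cut at about 15% in these data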;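 also: 0% = median of all compound wells on the plate and 100% = blocking peptide control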
# Target sequence (P02675 whole entry, looked up): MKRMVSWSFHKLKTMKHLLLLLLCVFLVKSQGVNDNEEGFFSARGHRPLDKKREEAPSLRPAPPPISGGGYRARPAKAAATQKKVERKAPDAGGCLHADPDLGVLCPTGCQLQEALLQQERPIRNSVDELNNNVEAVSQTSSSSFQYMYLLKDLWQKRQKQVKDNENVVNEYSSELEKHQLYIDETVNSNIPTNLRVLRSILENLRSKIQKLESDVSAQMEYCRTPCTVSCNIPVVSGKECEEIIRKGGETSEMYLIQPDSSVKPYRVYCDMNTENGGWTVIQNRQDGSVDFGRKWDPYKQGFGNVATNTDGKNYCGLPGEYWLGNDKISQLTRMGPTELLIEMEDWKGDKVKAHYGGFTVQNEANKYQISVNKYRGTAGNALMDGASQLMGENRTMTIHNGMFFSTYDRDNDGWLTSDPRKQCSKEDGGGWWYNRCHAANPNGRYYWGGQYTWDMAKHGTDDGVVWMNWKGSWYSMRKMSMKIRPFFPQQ
# proKLK7 act – proKLK7 zymogen activators, primary screen, biochemical, fluorescence intensity | AID 652039, 2013 | hit rate 0.9% among 370,000 | purified proKLK7, EDANS-DABCYL substrate fluorescence; 100% is mature enzyme control, 0% vehicle | activation, % at 7 µM;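 active = activation above the mean of all tested compounds plus 3 SD, computed per campaign excluding outliers beyond control limits, cut at about 13% in these data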
# Target sequence (P49862 whole entry, looked up): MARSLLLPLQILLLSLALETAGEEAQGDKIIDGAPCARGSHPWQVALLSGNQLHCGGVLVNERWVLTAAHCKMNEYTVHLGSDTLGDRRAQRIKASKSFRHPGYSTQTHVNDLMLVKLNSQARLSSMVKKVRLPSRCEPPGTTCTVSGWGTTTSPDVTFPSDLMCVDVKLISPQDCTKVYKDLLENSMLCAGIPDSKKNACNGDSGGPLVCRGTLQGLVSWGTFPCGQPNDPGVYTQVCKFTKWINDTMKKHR
# ASAP1 inh – inhibitors of human ASAP1 ArfGAP activity, primary screen, biochemical, fluorescence polarization; Arf-GAP with SH3 domain, ANK repeat and PH domain-containing protein 1 (Homo sapiens), …; ASAP1-stimulated ARF1 GTP hydrolysis, GDP FP detection; inhibition, % at 16.5 µM; hit rate 0.19% among 360,000; in the data active = inhibition above about 25%;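 also: 0% = vehicle with enzyme and substrate and 100% = no enzyme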
# sPLA2-III inh – human group III sPLA2 inhibitors, primary screen, biochemical, QFRET, BODIPY PC-A2 liposome substrate | QFRET BODIPY PC-A2 liposome hydrolysis, fluorescence | hit rate 0.56% among 370,000 | inhibition, % at 12.2 µM | AID 743126, 2013;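 active = inhibition above mean plus 3 SD of compounds lying within the high and low control bounds, cut at about 19% in these data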;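 also: 0% = median of test compound wells and 100% = no enzyme DMSO wells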
# UHRF1 MBD2 ctr – UHRF1 methylated DNA binding inhibitors, primary screen, counter-screen for MBD2 inhibitor project, biochemical, TR-FRET, human UHRF1, single concentration; E3 ubiquitin-protein ligase UHRF1 (Homo sapiens), Q96T88; UHRF1 binding to methylated oligo; inhibition, % at 4.4 µM; hit rate 0.75% among 370,000; in the data active = inhibition above about 21%;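 also: UHRF1 SRA domain binding a hemimethylated CpG hairpin DNA probe; 0% = median of test compound wells and 100% = reference inhibitor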
# Tn7 DDE FP – inhibitors of Tn7 peptide binding to fibrin DD(E), primary screen, biochemical, fluorescence polarization, human fibrin, Tn7 probe. Fibrinogen beta chain (Homo sapiens), P02675. FP displacement of FITC-Tn7 peptide from fibrin DD(E); 0% = median of compound wells per plate. inhibition, % at 8.3 µM. hit rate 0.13% among 370,000. AID 720508, 2013;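 active = inhibition above the mean of compounds falling within the control limits plus 3 SD of them, cut at about 14% in these data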;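 also: 0% = plate median of compound wells and 100% = 10 µM Aha-Tn7 peptide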
#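 Measure: % inhibition scaled between sample-field median and high-control FP; Test system: human fibrin DD(E); Quantity: 2 µM final DD(E) protein; Doses: one dose, 8.3 µM nominal; Schedule: compound with protein 10 min, then 3 h after probe, room temperature; Detection: fluorescence polarization; Medium: Tris buffer with calcium and detergent, pH 7.8.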
# PLCb3 inh – human PLC-beta3 inhibitors, primary screen, biochemical, fluorescence; 1-phosphatidylinositol 4,5-bisphosphate phosphodiesterase beta-3 (Homo sapiens), Q01970; Purified PLC-beta3, fluorogenic substrate; inhibition, % at 12.2 µM; hit rate 0.18% among 370,000; AID 720704, 2013; in the data active = inhibition above about 11%;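 also: 0% = median of compound wells on plate and 100% = full blocker control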
# ARFGAP1 inhibitor – inhibitors of rat ARFGAP1 GAP activity, primary screen, biochemical, fluorescence polarization, GDP tracer | ADP-ribosylation factor GTPase-activating protein 1 (Rattus norvegicus), Q62848 | Arfgap1-stimulated ARF1 GTP hydrolysis, GDP FP detection | hit rate 0.26% among 360,000 | inhibition, % at 16.5 µM;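 active = inhibition above a per-plate limit, mean inhibition of low control wells plus 3 SD, cut at about 25% in these data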;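 also: 0% = DMSO wells with enzyme and 100% = wells lacking Arfgap1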
# Target sequence (Q62848 1-136 limits assumed): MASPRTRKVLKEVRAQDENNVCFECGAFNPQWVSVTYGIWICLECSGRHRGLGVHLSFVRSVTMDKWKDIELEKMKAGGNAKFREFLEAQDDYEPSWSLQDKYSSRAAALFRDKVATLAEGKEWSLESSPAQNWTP
#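 System: truncated rat Arfgap1 GAP domain / Medium: HEPES-based buffer, pH 7.5 / Also added: N-terminally truncated human ARF1-GTP substrate / Incubation: enzyme reaction 120 min at 25 °C after 20 min preincubation / Measured by: FP of antibody-bound GDP Alexa 633 tracer, ex 620/em 688 nm / Replicates: singlicate, each compound tested once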
# PLC-gamma1 inh – PLC-gamma1 enzyme inhibitors, primary screen, biochemical, fluorescence, purified enzyme | 1-phosphatidylinositol 4,5-bisphosphate phosphodiesterase gamma-1 (Homo sapiens), P19174 | hit rate 0.84% among 370,000 | AID 720700, 2013 | inhibition, % at 12.2 µM | fluorogenic substrate; in the data active = inhibition above about 9.5%
# * = called active by the depositor; / = no result given.
No.	mol	NR1D1 modulator	Tn6 DDE FP	proKLK7 act	ASAP1 inh	sPLA2-III inh	UHRF1 MBD2 ctr	Tn7 DDE FP	PLCb3 inh	ARFGAP1 inhibitor	PLC-gamma1 inh
1	CCCCNC(=O)c1onc(CCl)c1C(=O)OC	-3	1	1.3	1	1	-7	-7	4	-4	5
2	CN(C)S(=O)(=O)c1ccc(N2CCCC2)c(C(=O)NNC(=O)COc2ccc(Cl)cc2)c1	-2	-3	0.5	14	-7	1	-7	-24	-1	-15
3	COC(=O)C1(C)NC(=O)c2ccccc2N1 (configuration not stated)	0	11	-9.3	2	6	-3	3	-217	3	-175
4	N#CCCNC(=O)Cn1c(COc2ccc(Cl)cc2)nc2ccccc21	4	-8	0.2	19	18	4	-1	-6	12	-3
5	C[C@@H](C(=O)O)[C@@H]1C[C@@]1(C)[C@@H](NC(=O)OCc1ccccc1)c1ccccc1	-3	0	-0.3	-8	-2	-1	-6	2	4	-3
6	O=C(NCc1ccccc1)C1CCCN(c2ncnc3c2nc2n3CCCCC2)C1 (configuration not stated)	-1	-6	-0.1	-2	0	2	8	-8	-11	0
7	COCCNC(=O)C(NC(=O)C1CCCCC1)C12CC3CC(CC(C3)C1)C2 (configuration not stated)	2	2	-0.5	-3	-2	-1	2	5	2	2
8	Nc1nccnc1C(=O)OCC(=O)NCCc1ccc(Cl)cc1	-5	1	-8.3	-8	1	-5	-1	-334	14	-229
9	Cc1c(NC(=O)CN2C(=O)NC(C)(c3ccc(OC(F)F)cc3)C2=O)c(=O)n(-c2ccccc2)n1C (configuration not stated)	4	-1	-0.1	-3	6	1	-2	-6	1	-1
10	CC(C)(C)OC(=O)N1CCC(c2c(C(=O)N3CCN(C4CCCCC4)CC3)cnn2-c2ccc(F)cc2)CC1	-3	-3	1.2	-10	-10	-1	0	-4	16	2
11	CCCCn1c(CNC(=O)CCC)nc2ccccc21	-4	6	0.1	-6	-1	-4	-6	0	1	1
12	NC(=O)COc1ccc(C23CC4CC(CC(C4)C2)C3)cc1	2	6	-0.4	-7	2	0	-5	6	7	1
13	OCC[C@@H]1C[C@@H](O)[C@H](O)[C@]2(OCc3ccccc32)O1	-1	0	0.5	-2	4	2	-2	4	3	3
14	N#C/C(=C\c1ccc(OCC(N)=O)cc1)C(=O)NC1CC1	-5	-3	0.4	6	-2	0	0	-1	4	2
15	CCN1CCN(CCCOc2ccccc2-c2ccccc2)CC1	-3	13	-0.1	0	-2	0	4	2	7	1
16	CCc1ccc2nc3n[nH]c(N)c3cc2c1	0	11	-0.2	-2	5	-6	0	-7	10	-6
17	COc1ccc(CC(=O)NCCc2ccc3c(c2)OCO3)cc1OC	-3	-2	-0.1	9	-2	8	-6	0	1	3
18	Cc1nn(C(=O)Cn2ccc([N+](=O)[O-])n2)c(C)c1Br	4	-1	0.1	-13	2	3	-8	2	-3	2
19	Cc1cccc(COc2ccc(/C=N/NC(=O)c3nnn(-c4nonc4N)c3COc3ccc(F)cc3)cc2)c1	6	-2	-0.1	10	2	1	-3	2	3	2
20	c1ccc(CNc2ccc3ccccc3n2)nc1	7	-7	0.5	10	-1	1	4	-7	-11	-7
21	O=C(Nc1cccc(-c2nc3ncccc3o2)c1)c1sc2ccccc2c1Cl	1	-3	-0.2	19	4	-1	-6	2	1	0
22	CCCn1c(N)c(NCCN2CCOCC2)c(=O)n(CC(=O)NCc2ccccc2)c1=O	0	0	0.1	2	14	4	2	-3	22	2
23	C/C(CC(C)C)=N\NC(=O)Nc1ccccc1	-1	4	-0.2	3	-3	-1	-4	1	4	0
24	C[C@@H]1CN([C@@H](C)CO)C(=O)CCCn2nncc2CO[C@H]1CN(C)C(=O)Nc1cccc2ccccc12	4	9	-4.3	8	8	24*	0	-46	6	-32
25	Cc1ccc(N2C(=O)CC(NCc3ccc4c(c3)OCO4)C2=O)cc1Cl (configuration not stated)	6	-2	0.3	9	0	0	-4	-3	-3	-1
26	CCOC(=O)[C@@H]1[C@H]2COc3ccccc3[C@@H]2N2C(=O)N(c3ccc(OC)cc3)C(=O)[C@]12C	-3	6	-0.1	-9	1	2	6	0	-4	1
27	CN(c1cccc(Cl)c1)S(=O)(=O)c1cccc(C(=O)Nc2nc3ccccc3[nH]2)c1	0	-12	-15	10	5	-1	-4	-50	3	-38
28	Cc1nc(-c2cccc(-c3noc(C)n3)c2)no1	-4	1	0.5	-4	5	-2	-2	3	-8	-2
29	CC(C)CC(C(=O)OCC(=O)c1c(N)n(C)c(=O)n(C)c1=O)N1C(=O)c2ccccc2C1=O (configuration not stated)	-4	3	0.2	-1	-23	2	0	3	-3	3
30	COC(=O)C1=C(C)N(CCCC(=O)O)C(=O)NC1c1cccc(OC)c1 (configuration not stated)	3	5	0.4	4	10	4	1	3	1	5
31	COc1ccc(N2CCN(CC(=O)c3ccc(O)cc3O)CC2)cc1	-1	0	0.1	5	4	0	0	3	8	0
32	Cc1ccc(OCC(=O)N2CCc3ccccc32)cc1	8	-9	0.3	15	8	8	4	2	2	-1
33	O=C(NCc1ccccn1)C1CCN(C(=O)c2cc3sccc3n2Cc2ccc(F)cc2)CC1	-1	3	-0.1	-6	-10	1	6	-3	-17	0
34	C=CCOC(=O)N1CCN(c2cccc(C(F)(F)F)c2)CC1	4	2	0.0	2	3	0	3	-1	13	0
35	CC1CN(C(=O)N(C)C)CCN1C(=O)N(C)C (configuration not stated)	3	0	0.4	-9	5	2	1	2	-6	1
36	CCCCNc1c(N)n(CC(C)C)c(=O)[nH]c1=O	-1	-5	-1.1	0	-1	4	-5	2	0	-7
37	CCOC(=O)C[C@H]1c2cc(C(F)(F)F)ccc2S(=O)(=O)N1C(C)C	0	-9	0.0	-3	3	3	-3	-3	-12	0
38	Cc1cc(C)n(CC(=O)NNC(=O)c2cccc(C(F)(F)F)c2)n1	4	-7	0.5	-11	-9	-1	-3	-5	-7	5
39	CCCN1CCN(CCCNC(=O)Cn2ncc3c4ccccc4n(C)c3c2=O)CC1	-5	5	0.5	10	4	-1	-5	-5	3	-2
40	CCC(=O)N1CCC1(C)C(=O)Nc1ccc2c(c1)CCN2C(C)=O (configuration not stated)	-1	7	-0.1	0	8	-1	5	0	6	-1
41	CSc1nnc2c(n1)OC(C)N(C(=O)c1ccccc1)c1ccccc1-2 (configuration not stated)	-2	-4	3.9	5	9	-2	-9	-269	-1	-213
42	CCCCN(C/C=C/c1ccccc1OC)Cc1ccccc1	1	-1	-1.0	-3	-5	-3	0	-3	8	-5
43	O=C(c1ccccc1)c1ccc2nc[nH]c2c1	1	-8	0.1	-5	-10	4	-7	-1	-6	3
44	Cc1cccc(C(=O)NC2CCN(S(=O)(=O)c3cccc(F)c3)CC2)c1	4	12	0.4	8	5	-2	1	-3	-3	0
45	Cc1ccc(S(=O)(=O)N(C)C)cc1NC(=S)NC(C)CCC(C)C (configuration not stated)	0	-2	-0.5	-2	-2	3	-2	7	8	7
46	COc1ccc(CCNC(=O)CSc2nc(N)cc(=O)[nH]2)cc1OC	9	-1	-0.4	-12	-2	2	7	4	-5	-2
47	CCOC(=O)c1nnn(-c2nonc2N)c1CN1CCCC1	3	-2	0.0	3	4	1	13	-2	-3	6
48	CCOC(=O)Cc1csc(NC(=O)CN(C)S(=O)(=O)c2cccc3cccnc23)n1	-8	-4	-0.2	-2	-1	1	4	0	7	3
49	COc1ccc(Nc2n[nH]c(N)c2C(N)=O)cc1	-6	-5	-0.6	5	0	-2	-1	-8	-6	-2
50	CCCCC(Sc1nc(N)c(NC(=O)c2ccc(OCC)cc2)c(=O)[nH]1)C(=O)O (configuration not stated)	-5	8	-0.6	6	6	2	2	-3	4	1

# Continued:
No.	mol	NR1D1 modulator	Tn6 DDE FP	proKLK7 act	ASAP1 inh	sPLA2-III inh	UHRF1 MBD2 ctr	Tn7 DDE FP	PLCb3 inh	ARFGAP1 inhibitor	PLC-gamma1 inh
51	c1csc(-c2cn3ccc4ccccc4c3n2)c1	-2	1	2.7	-6	-4	0	6	-64	-12	-69
52	COc1ccc(-c2nc(CS(=O)CC(=O)N3CCN(C)CC3)c(C)o2)cc1OC (configuration not stated)	3	0	-0.2	-4	5	-2	-3	-12	9	-2
53	NC(=O)c1c(NC(=O)COC(=O)CSc2nnc(-c3ccc(Cl)cc3)o2)sc2c1CCC2	-7	-3	0.2	-1	-5	-2	-2	-13	5	-11
54	CCOC(=O)c1sc(=S)n(-c2ccc(Cl)cc2)c1C	0	4	-0.2	-8	2	-2	-2	1	-11	1
55	O=C(NCCCN1CCN(c2ccccc2F)CC1)C1CCN(S(=O)(=O)N2CCOCC2)CC1	3	-10	0.3	3	9	2	0	7	1	9
56	COc1ccc(C(=O)NC(=O)CSc2nnc(-c3ccco3)n2-c2ccccc2)cc1	6	0	0.2	10	-2	-2	-6	1	-2	3
57	C[C@H](O)[C@@H]1CN2CCc3c([nH]c4c(-c5ccccc5)cccc34)[C@@H]2C[C@@H]1N(C)C(=O)c1ccco1	-5	4	1.2	/	2	-7	-2	-145	/	-127
58	O=C(COC(=O)c1cc([N+](=O)[O-])ccc1N1CCOCC1)c1ccccc1Cl	1	-10	-0.1	-12	-27	-3	-1	-3	-4	2
59	O=S(=O)(N1CCCCC1)N1CCN(S(=O)(=O)N2CCCCC2)CC1	1	-2	0.3	7	3	0	-3	5	-10	3
60	CC(C)CCNC(=O)c1cn(C)c2ccc(S(=O)(=O)N3CCCC3)cc2c1=O	-1	2	0.1	-2	-1	-1	2	-4	-6	4
61	O=C(N1CCOCCOc2ccccc2OCCOCC1)C(F)(F)F	-1	5	1.1	10	-1	1	-2	-4	-6	4
62	Cc1ccc(NCc2n[nH]c(=S)n2-c2ccccc2)c(C)c1	-8	0	-0.1	-16	14	-1	1	2	5	1
